RGS4 inh = inhibitors of human RGS4; B-score at 10 µM; 0.45% of 310,000 active; HEK293 M3R/RGS4 inducible, Fluo-4 calcium flux; hits give high values; triggered by carbachol at its EC20; AID 463165; P49798;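 active means B-score, a plate-corrected calcium signal, over three deviations above library mean, with baseline fluorescence within five deviations of library mean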;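 further: RGS4 expression induced by doxycycline in cells with stable M3 receptor; B-score is computed from the integrated fluorescence ratio over baseline after carbachol; higher B-score means a larger calcium signal and so more RGS4 inhibition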
Target sequence (P49798 whole entry, looked up): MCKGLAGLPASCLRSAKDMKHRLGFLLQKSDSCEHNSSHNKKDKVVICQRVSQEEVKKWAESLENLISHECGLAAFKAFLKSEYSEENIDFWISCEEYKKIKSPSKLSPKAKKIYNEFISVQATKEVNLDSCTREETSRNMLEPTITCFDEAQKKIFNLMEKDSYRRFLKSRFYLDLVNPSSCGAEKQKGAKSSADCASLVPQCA
TRPC4 inh = blocks the mouse TRPC4 cation channel; 0.39% of 300,000 active; HEK293 TRPC4beta/mu-opioid, DAMGO-evoked Fluo4 calcium flux; hits give low values; AID 2247; Q9QUQ5; B-score at 10 µM;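 active means B-score over 3 SD under the library average, no early fluorescence shift, positive overall ratio signal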
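Assay system: Stable TRPC4beta/mu-opioid receptor HEK293 cells | Reagent: DAMGO in two steps, submaximal then maximal | Compound dosing: Single concentration per test compound | Signal: Fluo4 Ca2+ flux fluorescence | Evaluation: Per-well B score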
TRPC6 inh = blocks the mouse TRPC6 cation channel; HEK293-TRPC6, membrane potential dye, ACh-evoked depolarization; hits give low values; B-score at 10 µM; 1.1% of 310,000 active; AID 2553;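 active means B-score under library mean minus 3 SD, initial fluorescence not abnormally high, positive integrated signal ratio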;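 further: B-score derived from integrated fluorescence ratio over the kinetic read; more negative B-score means stronger inhibition of depolarization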
Target sequence (Q61143 whole entry, looked up): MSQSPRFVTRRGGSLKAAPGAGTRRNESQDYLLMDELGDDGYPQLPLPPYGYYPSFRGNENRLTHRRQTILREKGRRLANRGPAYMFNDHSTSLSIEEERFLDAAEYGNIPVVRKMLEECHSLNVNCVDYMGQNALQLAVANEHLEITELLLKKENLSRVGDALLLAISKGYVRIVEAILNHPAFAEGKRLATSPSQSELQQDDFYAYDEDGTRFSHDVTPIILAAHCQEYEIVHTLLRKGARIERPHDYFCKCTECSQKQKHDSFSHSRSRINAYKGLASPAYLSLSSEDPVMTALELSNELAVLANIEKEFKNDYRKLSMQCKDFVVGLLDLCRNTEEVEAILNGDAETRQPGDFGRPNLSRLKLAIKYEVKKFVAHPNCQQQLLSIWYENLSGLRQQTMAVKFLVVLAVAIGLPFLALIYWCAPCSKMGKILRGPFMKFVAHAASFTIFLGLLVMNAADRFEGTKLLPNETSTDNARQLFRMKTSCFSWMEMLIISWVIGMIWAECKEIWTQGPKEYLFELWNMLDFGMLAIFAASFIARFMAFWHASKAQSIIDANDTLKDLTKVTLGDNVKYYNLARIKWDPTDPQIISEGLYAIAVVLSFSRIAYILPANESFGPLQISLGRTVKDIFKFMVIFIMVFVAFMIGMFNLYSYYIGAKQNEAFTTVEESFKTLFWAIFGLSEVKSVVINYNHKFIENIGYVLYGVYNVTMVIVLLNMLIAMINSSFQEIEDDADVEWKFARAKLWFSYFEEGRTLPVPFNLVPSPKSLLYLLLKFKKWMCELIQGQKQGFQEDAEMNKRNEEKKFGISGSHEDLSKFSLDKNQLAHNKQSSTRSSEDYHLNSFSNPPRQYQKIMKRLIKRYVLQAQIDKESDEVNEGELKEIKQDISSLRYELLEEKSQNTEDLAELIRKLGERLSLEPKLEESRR
HIF activator = HIF pathway transcriptional activation | U2OS HRE-luciferase reporter, luminescence; normalized: DMSO 0%, desferrioxamine 100% | activation, % at 7.5 µM (by protocol) | 0.32% of 300,000 active;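 active means mean activation of at least 10% of the iron chelator positive control signal, with at least half of replicates also reaching 10%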
RGS4 act = potentiators or activators of RGS4; 0.92% of 310,000 active; B-score at 10 µM; HEK293 M3R/inducible RGS4, carbachol calcium flux Fluo4; hits give low values;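 active means B-score of the integrated calcium signal more than 4 SD below the library mean, with starting fluorescence not abnormally high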;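 further: negative B-score means reduced calcium response which marks RGS4 activation or potentiation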
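Test system: HEK293 cells with stable M3R and inducible RGS4; also added: carbachol at ECmax as muscarinic agonist stimulus; schedule: dye loading 30 min 37 °C, buffer rest 30 min RT; technique: kinetic calcium fluorescence imaging with Fluo4-AM dye, 2 µM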
SKKanGAS inh = SKKanGAS growth inhibition; inhibition, % at 7.5 µM; S. pyogenes SKKanGAS, kanamycin growth, BacTiter-Glo, 6 h; 1.3% of 300,000 active;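 active means mean replicate score, as percent of positive control median, at least 50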;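 further: strain carries kanamycin resistance gene driven by streptokinase promoter and grows in 40 µg/ml kanamycin; loss of luminescence reflects streptokinase promoter inhibition or plain growth inhibition; 0% = median of DMSO wells and 100% = positive control at its reference dose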
MrgX1 antag = antagonists of human MrgX1 receptor | Q96LB2 | MRGX1-HEK293 calcium flux, Fluo-4, BAM8-22 antagonism; hits give low values | B-score at 10 µM | 1.3% of 310,000 active;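 active means calcium-response B-score plate-corrected more than 3 library SD below zero, starting fluorescence within 5 deviations, no agonist response on first addition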;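 further: peak minus trough fluorescence over baseline after final BAM8-22 challenge near maximal dose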
TRPC6 act = activators of mouse TRPC6 channel; Q61143; HEK293-TRPC6 membrane potential dye fluorescence; hits give high values; B-score at 10 µM; 0.13% of 310,000 active;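 active means B-score of the integrated fluorescence ratio above library mean plus 3 SD, and starting fluorescence ratio within library mean plus 5 SD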;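 further: higher score means more depolarization so channel activation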
Platelet DG rel = platelet dense granule release activity | inhibition, %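 (compounds screened at 7.5 µM in platelet-rich plasma)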 | human platelet-rich plasma, SFLLRN dense granule ATP release, luminescence | 0.22% of 300,000 active | AID 1663;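 active means mean replicate score, as percent of positive control, at or above 50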
MrgX1 agonist = agonists of human MrgX1 receptor; B-score at 10 µM; AID 588627; MrgX1-HEK293 cells, Fluo-4 calcium fluorescence, agonist mode; hits give high values; Q96LB2; 0.44% of 310,000 active;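 active means calcium response B-score plate-corrected fluorescence ratio at least 3 library SD, with starting fluorescence B-score inside 5 SD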
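Material – MrgX1-expressing HEK293 cells · Input – 15,000 cells seeded per well · Dosing – compound as first of three additions · Times – overnight seeding, then 1 h dark dye loading · Measured by – kinetic Fluo-4 NW fluorescence of intracellular calcium · Read-out – B-scored fluorescence response ratio · Benchmarks – positive and negative control wells on each plate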
MrgX1 allo act = allosterically activates human MrgX1 receptor signaling; Q96LB2; MrgX1-HEK293, Fluo-4 calcium flux, FDSS; hits give high values; B-score at 10 µM; 0.63% of 310,000 active;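 active means plate-corrected calcium response at least 3 library SD above typical, normal starting fluorescence, not activating the receptor alone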;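 further: compound read alongside a low EC10 to EC30 dose of BAM8-22 agonist; peak minus trough fluorescence over baseline measured at the second addition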
* = called active by the depositor; i = inactive; / = not tested or not shown.

SMILES	RGS4 inh	TRPC4 inh	TRPC6 inh	HIF activator	RGS4 act	SKKanGAS inh	MrgX1 antag	TRPC6 act	Platelet DG rel	MrgX1 agonist	MrgX1 allo act
CN(C)C(=O)CSCc1c(Cl)cccc1Cl	i	i	i	0.0	i	4.1	i	i	9.6	i	i
Cc1nnc(SCC(=O)NC2CC2)s1	i	i	i	0.2	i	3.7	i	i	14.5	i	i
CCOC(=O)C1CCN(C(=O)CNC(=O)Cn2c(C)cc3ccccc3c2=O)CC1	i	i	i	-0.4	i	1.2	i	i	11.6	i	i
CC(N1CCOC1=O)S(=O)(=O)c1ccccc1 (centres undefined)	i	i	i	-1.5	i	2.4	i	i	-0.2	i	i
O=S1(=O)CCS(=O)(=O)C1c1ccccc1	i	i	i	-0.6	i	2.3	i	i	1.5	i	i
CCCCC(CC)Cn1c(N)c(C#N)c2nc3ccccc3nc21 (centres undefined)	i	i	-6.02*	-0.3	i	-9.1	i	i	-0.9	i	i
COc1ccc(N2CCN(C(=O)Nc3cccc(C(F)(F)F)c3)CC2)cc1	i	i	i	-0.7	i	-3.8	i	i	3.6	i	i
CN(Cc1c(C(=O)N/N=C/c2ccccc2)nnn1-c1nonc1N)c1ccccc1	i	i	i	0.4	i	3.4	i	i	0.9	i	i
CCCCc1c(C)nc2ccc(Br)cc2c1SCCC#N	i	i	i	0.6	i	/	/	i	-0.3	/	/
Cc1nc2scc(C)n2c(=O)c1S(=O)(=O)Nc1ccc(F)cc1	i	i	i	-0.7	i	-2.5	i	i	2.0	i	i
Cc1csc(SCC(=O)NCc2cccs2)n1	i	i	i	0.0	i	11.0	i	i	-2.5	i	i
CCOC(=O)C1CCCN(C2CC(=O)N(c3ccc(C(C)C)cc3)C2=O)C1 (centres undefined)	i	i	i	0.1	i	-7.9	i	i	-0.1	i	i
O=[N+]([O-])c1cccc(S(=O)(=O)NCCc2cccs2)c1	i	i	i	0.4	i	4.9	i	i	-0.8	i	i
Cc1ccccc1Cn1c(=O)n(C)c(=O)c2sccc21	i	i	i	-0.7	i	2.4	i	i	-3.7	i	i
Cc1cccn2cc(CSc3ccccc3N)nc12	i	i	i	2.6	i	3.8	i	i	2.0	i	i
CCOc1ncccc1C(=O)N=c1sccn1C	i	i	i	0.1	i	-0.7	i	i	1.5	i	i
CCOCCCNCc1cc(Br)ccc1OCc1ccccc1	i	-6*	i	-0.3	i	0.1	i	i	11.5	i	i
CC(=O)OCC(=O)Nc1c(C)cc(C)cc1C	i	i	i	-0.7	i	-5.8	i	i	-0.5	i	i
COc1ccc(CCNC(=O)Cc2cccc(C(F)(F)F)c2)cc1OC	i	i	i	-14.9	i	5.5	i	i	-6.8	i	i
CN=C(Nc1ccc(Cl)cc1)c1ccc(C(F)(F)F)cc1	i	i	i	0.8	i	-4.7	i	i	-2.2	i	i
O=C1CCCC(=O)C1C(=O)C1CCN(S(=O)(=O)c2ccccc2)CC1	i	i	i	0.2	i	1.6	i	i	-1.5	i	i
COc1cccc(-c2csc(NNC(=O)c3cccs3)n2)c1	i	i	i	-0.2	i	27.6	i	i	-0.3	i	i
C/C(CC(=O)Nc1ccc2ccccc2c1)=N\NC(=O)c1ccc(O)c(O)c1	i	i	i	0.1	i	-4.8	i	i	-0.2	i	i
O=c1cc(O)c2ccccc2n1Cc1ccccc1	i	i	i	0.1	i	-4.9	i	i	1.7	i	i
Cc1ccc(S(=O)(=O)N2CCN(C(=O)c3ccccc3)C2C(C)C)cc1 (centres undefined)	i	i	i	/	i	3.7	i	i	-24.5	i	i
CC1=C(C(=O)Nc2ccccc2)C2(CCCCC2)C(C#N)=C(S)N1	i	i	i	-0.2	i	5.1	i	i	2.2	i	i
Cn1cc([C@@H]2C[C@H]3CN(Cc4cccc(Cl)c4)C(=O)[C@]34CCCN24)c2ccccc21	i	i	i	-0.2	i	-0.4	-5.22*	i	2.5	i	i
C=CCn1c(CSCc2ccc(F)cc2)n[nH]c1=S	i	i	i	-0.1	i	1.7	i	i	6.3	i	i
Cc1ccc(C)c(N2CCN(C(=O)c3cc(S(=O)(=O)N4CCCC4)cn3C)CC2)c1	i	i	i	-0.4	i	-6.8	i	i	-32.3	i	i
CC(C)CNC(=O)[C@@H]1CSC2c3ccccc3C(=O)N21 (some centres undefined)	i	i	i	-0.5	i	3.3	i	i	0.8	i	i

2 entries drawn at random from those above:
SMILES	RGS4 inh	TRPC4 inh	TRPC6 inh	HIF activator	RGS4 act	SKKanGAS inh	MrgX1 antag	TRPC6 act	Platelet DG rel	MrgX1 agonist	MrgX1 allo act
CC(C)CNC(=O)[C@@H]1CSC2c3ccccc3C(=O)N21 (some centres undefined)	i	i	i	-0.5	i	3.3	i	i	0.8	i	i
O=c1cc(O)c2ccccc2n1Cc1ccccc1	i	i	i	0.1	i	-4.9	i	i	1.7	i	i

Next section:
SMILES	RGS4 inh	TRPC4 inh	TRPC6 inh	HIF activator	RGS4 act	SKKanGAS inh	MrgX1 antag	TRPC6 act	Platelet DG rel	MrgX1 agonist	MrgX1 allo act
Cc1ccc(SCCSc2nc(C)cc(=O)[nH]2)cc1	i	i	i	1.1	i	3.1	i	i	6.4	i	i
C/C(=N\Nc1cc(N2CCOCC2)nc(C)n1)c1ccc(F)cc1	i	i	i	-1.1	i	-3.1	i	i	1.7	i	i
CCOC(=O)c1c(NC(=S)Nc2ccc(F)cc2)sc2c1CCC2	i	i	i	0.1	i	-15.7	i	i	-3.1	i	i
O=C1OCC(Cn2c3ccccc3c3ccccc32)O1 (centres undefined)	i	i	i	0.1	i	-3.3	i	i	-0.7	i	i
Cc1c(Cl)cccc1NC(=S)N1CCN(c2ncccn2)CC1	i	i	i	-0.4	i	-2.9	i	i	-4.2	i	i
CCOc1ccc(N(CC(=O)Nc2cccc(Cl)c2)S(=O)(=O)c2c(C)noc2C)cc1	i	i	i	/	i	12.0	i	i	0.0	i	i
COc1ccc(-c2cc(C3CC3)nc(SCC(=O)c3cccs3)c2C#N)cc1	i	i	i	-0.5	i	-14.4	i	i	11.2	i	i
N#Cc1cc([N+](=O)[O-])ccc1NCCCn1ccnc1	i	i	i	-0.3	i	3.9	i	i	-3.9	i	i
Nc1nc(-c2ccco2)nn1C(=O)c1ccccc1	i	i	i	-0.5	i	-0.9	i	i	1.8	i	i
Cc1nn(C)c(C)c1CNC(=O)c1cnn2c1NC(c1ccccc1)CC2C(F)(F)F (centres undefined)	i	i	i	-0.6	i	-12.1	i	i	-9.1	i	i
Cc1cc(Nc2cccc([N+](=O)[O-])c2)n2c(nc3ccccc32)c1C#N	i	i	i	-9.2	i	42.3	i	i	-8.1	i	i
COc1ccc(-c2csc(N(CCCN(C)C)C(=O)c3ccc(C(C)(C)C)cc3)n2)cc1	i	i	i	0.7	i	-2.0	i	i	0.1	i	i
Clc1ccc(N2CCCCCC2)nn1	i	i	i	0.1	i	-2.3	i	i	6.3	i	i
CCOC(=O)C1C(=O)NC(SC)=C(C#N)C1c1ccccc1F (centres undefined)	i	i	i	-0.2	i	5.1	i	i	-2.3	i	i
CN1CCN(C(=O)C2CCC(=O)N(Cc3cccc(C(F)(F)F)c3)C2)CC1 (centres undefined)	i	i	i	-0.2	i	-0.9	i	i	20.8	i	i
Cc1ccc(NC(N)=S)cc1C	i	i	i	-0.3	i	9.0	i	i	-0.5	i	i
COc1ccc(Nc2ccc(S(=O)(=O)N3CCCCC3)cc2[N+](=O)[O-])cc1	i	i	-5.27*	-0.5	i	4.9	i	i	-8.3	i	i
COc1ccc(CNC(=O)[C@H](C)NC(=O)C2CCN(S(=O)(=O)c3ccc(F)cc3)CC2)cc1	i	i	i	0.3	i	0.4	i	i	-0.6	i	i
COc1ccc(NC(=O)/C(C#N)=C/C=C/c2ccco2)cc1	i	i	i	0.1	i	-7.9	i	i	11.3	i	i
CCCCCCOc1ccc(C(CC(N)=O)C(=O)O)cc1 (centres undefined)	i	i	i	-0.4	i	5.1	i	i	-1.5	i	i
Cc1nc(NC(=S)NC(=O)COc2ccccc2Cl)ccc1Br	i	i	i	0.4	i	-3.5	i	i	-4.5	i	i
C/C(=N\N1CCN(C2c3ccccc3-c3ccccc32)CC1)c1ccco1	i	i	i	-0.6	i	4.0	i	i	12.3	i	i
O=C(Nc1ccc(OC(=O)c2cccnc2)cc1)c1cccnc1	i	i	i	-0.3	i	-2.5	i	i	3.5	i	i
O=C(Cc1ccc(-n2cccc2)cc1)NCc1cccs1	i	i	i	0.6	i	-1.7	i	i	2.7	i	i
COc1ccc(CNC(=O)C2CCN(S(=O)(=O)c3ccc4nc5c(c(C(=O)O)c4c3)CC(C)CC5)CC2)cc1 (centres undefined)	i	i	i	0.9	i	3.5	i	i	-65.4	i	i
Cc1ccc(NC(=O)CCN2CC(C)OC(C)C2)cc1 (centres undefined)	i	i	i	0.4	i	-2.7	i	i	-3.1	i	i
CCCCNC(=O)CCC(=O)Nc1ncc(-c2ccc(C)cc2)n1C	i	i	i	0.6	i	9.8	i	i	-2.6	i	i
CCCn1c(C)cc(/C=C(\C#N)C(=O)OCC(=O)NC(=O)NCC)c1C	i	i	i	0.0	i	1.8	i	i	23.8	i	i
COc1ccc(/C=N\NC(=O)CNC(=O)C(c2ccccc2)c2ccccc2)cc1[N+](=O)[O-]	i	i	i	-0.4	i	4.1	i	i	1.1	i	i
COc1ccc(C(=O)c2ccc(Cl)cc2)c2ccccc12	i	i	i	-0.5	i	-6.7	i	i	0.9	i	i
CC(C)Oc1ccc(CCNC(=O)CC2C(=O)NCCN2C)cc1 (centres undefined)	i	i	i	0.0	i	-4.1	i	i	-14.3	i	i
CCOC(=O)CSc1ncc(-c2ccc([N+](=O)[O-])cc2)[nH]1	i	i	i	0.0	i	-0.3	i	i	-9.0	i	i
CC(C)(C)C(=O)COC(=O)c1ccc(O)cc1	i	i	i	-1.6	i	10.7	i	i	-4.5	i	i
CS(=O)(=O)N1CCN(c2ccc([N+](=O)[O-])c(NCCN3CCOCC3)c2)CC1	i	i	i	-0.1	i	-2.8	i	i	2.2	i	i
Cc1c(Cl)cccc1-c1ccc(C(=O)N2CCN(c3ccc([N+](=O)[O-])cc3)CC2)o1	i	i	i	-0.5	i	33.6	i	i	-1.6	i	i
CCC(=O)c1ccc(OCC(=O)OCC(=O)Nc2c(C)n(C)n(-c3ccccc3)c2=O)cc1	i	i	i	0.7	i	-15.1	i	i	4.4	i	i
CCOc1cc(/C=N/Nc2nc(=O)[nH]nc2C)ccc1O	i	i	i	-1.6	i	15.0	i	i	8.8	i	i

Not a hit list; overall some 6.1% were active at least once.
